Screens deposited in PubChem by several laboratories.
WT yeast gro inh: growth inhibition of WT strain, primary screen, mitochondrial fusion inhibitor project, WT and mutant strains, chemical genetic; mitochondrial fusion phenotypic screen; inhibition, % at 10 µM; 190,000 tested, 2.1% active; AID 1362, 2008; in the data active = inhibition above about 58%; tested in S. cerevisiae
Lipid droplet: inhibitors of hepatocyte lipid droplet formation, primary screen, imaging, high-throughput imaging, BODIPY stain | AML12 mouse hepatocytes, oleate lipid droplets | inhibition, % at 6.5 µM | 240,000 tested, 0.4% active | AID 1656, 2009;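 active = lipid droplet intensity inhibited by at least 50%, with more than 500 cells counted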
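Material: mouse AML12 hepatocyte cell line, fixed after treatment; Timing: compound with oleate, overnight; Technique: high-content imaging of BODIPY-stained droplets and DAPI nuclei; Probe or stimulus: oleate, 100 µM final; Dosing: compound at 6.5 µM only.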
Dynein cargo inh: inhibitors of GR-EGFP nuclear translocation, primary screen, dynein cargo transport inhibitor project, imaging, high-content, 3617.4 mouse cells; test concentration mostly 20 µM; stimulated with dexamethasone, 1 µM; active compounds read low; z-score, hits read low; 220,000 tested, 0.47% active; AID 1381, 2008;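 active = plate z-score of nuclear minus cytoplasmic receptor signal below a set negative limit, without overly bright fluorescence or cell loss, cut at about -3.5 in these data, passing the limit was not always enough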;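 also: z-score of nuclear minus cytoplasmic ring GR-EGFP intensity difference per well; some compounds called inactive have numbers as strong as hits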
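Buffer or medium: tetracycline-free induction medium containing charcoal-stripped FBS / Reagent: dexamethasone agonist, 1.0 µM final, for 30 min / Technique: automated 10x imaging of fixed Hoechst-stained cells / Times: induction 48 h, compound 1 h, agonist 30 min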
XIAP antagonists: XIAP antagonists, biochemical, IAP family, fluorescence polarization (AID 1018) | E3 ubiquitin-protein ligase XIAP (Homo sapiens) | XIAP BIR domain, fluorescence polarization peptide displacement; higher % means a stronger effect | displacement, % at 20 µM, or IC50 in µM where a hit was titrated | 200,000 tested, 0.007% active; in the data active = displacement above about 50%; also: a part of the inactive calls stands beside numbers as strong as those of hits
MT stabilizer: microtubule stabilizers in HeLa cells, primary screen, imaging, high-content imaging | HeLa tubulin immunostaining HCS, 24 h; share of cells brighter than vehicle mean+2SD | % tubulin-high responders, % at 10 µM | 200,000 tested, 0.83% active | AID 2205, 2009;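 active = plate Z-score above 3 for both tubulin-high and condensed-nucleus cell shares, with cell loss under 80%, at 10 µM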;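 also: anti alpha tubulin signal scored within the nucleus-defined area of each cell; some results filed as inactive read as strong as hits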
Ins promoter up: insulin promoter activators in MIN6 cells, imaging, high-content screening, mouse beta cells | AID 1625, 2009 | MIN6 insulin promoter-GFP reporter; active compounds read high | 190,000 tested, 0.3% active | z-score at 5 µM;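 active = z-score above 3 at 5 µM with at least 500 cells counted in the well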
CSM14.1 death rescue: rescue of cells from ER stress-induced death, primary screen, 384-well, CSM14.1, thapsigargin, ATP luminescence (AID 1222); 190,000 tested, under 10 active; one-dose cellular ATP content (survival), % at 20 µM; EC50 in µM for titrated hits; CSM14.1 thapsigargin-induced death rescue, ATP luminescence; higher % means a stronger effect;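 active = EC50 below 50 µM in the dose-response confirmation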;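 also: death triggered by thapsigargin at about 15 µM added after 2 h compound pretreatment; cell ATP read after overnight thapsigargin exposure of roughly 18 to 22 hours; normalized against plate controls of thapsigargin alone and 5% DMSO vehicle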
bCat nuc transl: modulators of beta-catenin nuclear translocation, primary screen, imaging, HeLa cells, immunofluorescence, high-content. nuclear translocation activity, % at 5 µM. 190,000 tested, 0.3% active;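 active = nuclear translocation activity above 50% at 5 µM, with a well cell count of 50 or more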;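 also: per-cell ratio of nuclear to cytoplasmic median beta-catenin stain intensity; plate controls were DMSO negative control for no effect and GSK-3 inhibitor IX positive control for full effect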
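Test system: HeLa cells, endogenous beta-catenin; Compound: single 5 µM dose plus 0.02–20 µM confirmation series; Times: compound exposure 24 h at 37°C; Signal: fluorescence imaging of beta-catenin antibody stain plus DAPI; Read-out: % activation, nuclear-to-cytoplasmic median beta-catenin signal ratio per cell.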
Autophagy HCS: autophagy modulators in MEF cells, primary screen, imaging, high-content, MEF GFP-LC3; 190,000 tested, 0.98% active; MEF GFP-LC3 puncta imaging; test concentration mostly 10 µM; calls only at 10 µM (by protocol); AID 463193, 2010;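 active = percentage of spot-positive cells more than 3 SD above its plate mean, without a fluorescence outlier flag or 80% toxicity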;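 also: spot-positive cell cutoff set from DMSO-treated cells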
WT yeast gro inh mutant strain: further read-out of WT yeast gro inh, marked with its call; inhibition, %; mitochondrial fusion phenotypic screen, mutant strain inhibition
Dynein cargo inh cytoplasmic EGFP: further read-out of Dynein cargo inh, marked with its call; z-score; measured here: cytoplasmic GR-EGFP intensity; active compounds read high
Dynein cargo inh nuclear GR-EGFP: further read-out of Dynein cargo inh, marked with its call; z-score; measured here: nuclear GR-EGFP intensity;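 lower value marks the stronger effect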
Dynein cargo inh cell count: recorded beside Dynein cargo inh, whose call it bears; z-score; measured here: cell count per field
Ins promoter up cell count: recorded beside Ins promoter up, whose call it bears; cell count; measured here: cytotoxicity, nuclei count;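 total cells summed across four imaged fields per well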
Lipid droplet cells 6.5 µM: second read-out of Lipid droplet, no call of its own (marks repeat the call); cell count; measured here: cell count, cytotoxicity flag;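 cells counted across two imaged fields per well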
bCat nuc transl cell count 5 µM: second read-out of bCat nuc transl, no call of its own (marks repeat the call); cell count; measured here: cell count, cytotoxicity flag
MT stabilizer Hoechst-high %: further read-out of MT stabilizer, marked with its call; % Hoechst-high responders; measured here: nuclear condensation Hoechst responders;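 share of cells brighter than vehicle mean plus two SD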
MT stabilizer cytotoxicity %: recorded beside MT stabilizer, whose call it bears; toxicity, %; measured here: cytotoxicity by cell density;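 0% = mean cell density of plate MIN control wells and 100% = no cells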
Autophagy HCS cell loss 18 h: also measured in Autophagy HCS; calls as there; toxicity, %; measured here: cell loss, nuclei count;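 cell loss after 18 h compound exposure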
Starred values were filed as active, the others as inactive; i = inactive; x = no result given; & = joins results of further samples.

SMILES	WT yeast gro inh	WT yeast gro inh mutant strain	Lipid droplet	Lipid droplet cells 6.5 µM	Dynein cargo inh	Dynein cargo inh cytoplasmic EGFP	Dynein cargo inh nuclear GR-EGFP	Dynein cargo inh cell count	XIAP antagonists	MT stabilizer	MT stabilizer Hoechst-high %	MT stabilizer cytotoxicity %	Ins promoter up	Ins promoter up cell count	CSM14.1 death rescue	bCat nuc transl	bCat nuc transl cell count 5 µM	Autophagy HCS	Autophagy HCS cell loss 18 h
CCOCCCNC(=S)Nc1cc(C)cc(C)c1	10	-2	-5	719	-0.5	0.72	0.18	0.17	-4.7%	3.6	1.4	2.6	0	1339	9.4%	-0.4	901	i	22
CN(C(=O)COC(=O)CCc1c[nH]c2ccccc12)C(c1ccccc1)c1ccccc1	12	10	-4	608	0.66	-0.24	0.46	-0.54	-0.5%	4.4	2.5	8.5	0.88	1408	-0.5%	0.3	976	i	1
C/C(=N/NC(=O)Cc1cccs1)c1ccco1	4	17	7	653	0.8	-0.28	0.048	-0.57	-7.5%	2.4	1.7	3.6	0.34	1374	0.5%	-0.3	468	i	16
O=C(/C=C/c1ccc(Br)o1)Nc1nnc(C2CC2)s1	x	x	-4	732	0.94	-0.19	0.16	-0.43	x	x	x	x	-0.25	1396	x	2.3	1314	x	x
Cn1c(=O)c2c(ncn2CC(=O)Nc2ccccc2)n(C)c1=O	-14	25	-5	759	-0.45	-0.3	-0.3	0.51	-6.5%	2.7	1.7	5.8	-0.77	971	3.5%	-0.5	1143	i	8
COc1cc(C(=O)NCCCNc2nc3c(C)cc(C)cc3cc2C#N)cc(OC)c1OC	8	-12	2	741	2.3	-0.12	0.95	-1.2	1.1%	2.9	3.7	1.0	x	x	14%	0.6	1604	i	9
CCCn1c(=N)n(CC(=O)c2ccc([N+](=O)[O-])cc2)c2ccccc21	26	-6	17	673	-0.071	-0.22	-0.013	-0.94	-3.6%	4.1	3.2	1.4	-0.73	1382	-0.2%	0.9	968	i	3
O=C(CSc1nc2ncccc2[nH]1)c1ccc(F)cc1	3	-2	x	x	0.69	-0.15	0.52	-1.2	-1.1%	3.4	1.5	1.8	-0.25	1315	-3.4%	-0.8	1376	i	4
Cc1cc(SCC(=O)c2ccc(O)c(O)c2)n2nc(C)c(-c3ccccc3)c2n1	x	x	0	694	-0.95	-0.12	-0.38	-0.22	x	x	x	x	-0.76	1048	x	3.8	1189	x	x
CCCCNC(C(=O)Nc1ccc([N+](=O)[O-])cc1Br)c1ccccc1 (stereo not drawn)	-1	-8	6	635	-0.6	-0.2	-0.12	0.017	-7.6%	3.6	2.2	2.6	0.14	1306	-4.3%	-0.8	893	i	8
CCOC(=O)C1CCN(C(=O)COc2cccc(C)c2)CC1	-7	-10	14	704	0.48	-0.2	0.51	0.21	-1.9%	4.5	2.8	8.3	-0.44	1187	x	-1.1	1078	i	-6
Cc1csc(NC(=O)CCn2c(=O)sc3ccccc32)n1	-4	9	-4	784	0.62	-0.23	0.48	-0.092	-2.7%	2.3	2.0	5.0	0.26	1085	-1.5%	x	x	i	1
S=c1nc(-c2ccccc2)oc2c1CCCC2	12	10	x	x	-0.98	-0.053	-0.4	0.13	-1.1%	0.5	1.2	7.6	-0.88	1578	-0.5%	-2.3	1360	i	-5
O=[N+]([O-])c1cc(-n2cccc2)ccc1N1CCOCC1	22	17	9	730	0.31	-0.36	0.66	0.69	-7.3%	7.1	2.7	2.1	0.3	1584	-1.8%	-1.1	921	i	12
CCCCCC/C(=N/O)c1ccccn1	2	17	x	x	-0.42	-0.21	0.093	0.18	-2.0%	2.3	1.8	5.8	-0.3	1438	-0.1%	3.7	1342	x	x
Cc1cc2ncn(C(=O)N3CCC(C)CC3)c2cc1C	-2	2	-8	693	-0.46	-0.21	0.025	-1.6	-2.8%	2.4	2.2	7.0	x	x	-0.1%	-1.9	540	i	-11
CCOC(=O)Cn1c(=O)cnc2ccccc21	3	9	12	741	-0.55	-0.17	-0.017	0.48	-0.7%	1.2	1.7	7.5	x	x	-4.0%	-7.8	1211	i	2
C[N+]1(CCn2ccc3ccccc32)CCCCC1	1	2	2	639	-0.5	-0.32	-0.44	0.4	0.1%	3.1	1.9	7.7	-0.09	1279	-0.5%	-0.8	1091	i	2
CCCCN1C(=O)C(=O)N(CC(=O)N2N=C3/C(=C/c4ccco4)CCCC3C2c2ccco2)C1=O (stereo not drawn)	-5	-5	14	689	0.089	-0.33	-0.019	1	-2.0%	9.9	40	27	x	x	-1.9%	-0.6	1088	i	-22
CN(c1ccccc1)S(=O)(=O)c1ccc(Cl)c(C(=O)NC2=NCCS2)c1	-8	-17	2	715	-0.39	-0.31	-0.044	-0.21	-7.6%	2.0	1.4	0.9	0.13	1148	0.2%	0.0	1010	i	13
CCn1c(CNc2ccc(Cl)cc2)nnc1SCCN1CCCCC1	-6	-2	-79	655	-0.68	-0.22	-0.12	-0.65	-0.7%	2.9	1.5	3.4	x	x	-2.1%	-0.8	506	i	-9
CC1SC(=NC(=O)c2ccncc2)NC1=O (stereo not drawn)	2	-2	18	678	0.13	-0.25	0.76	-0.56	-0.2%	3.1	2.2	9.6	-0.52	1564	1.5%	-0.4	1117	i	-9
Cc1ccc(SCc2cc(=O)[nH]c(SCC(=O)Nc3cc(Cl)ccc3Cl)n2)cc1	12	-6	1	716	1.4	-0.3	0.74	-0.94	-18%	2.7	2.8	3.5	0.11	1133	-0.3%	2.1	1012	i	-1
CCOc1cccc2cc(C(=O)N3CCc4ccccc43)c(=O)oc12	-8	-41	10	684	-0.43	-0.24	0.0053	-0.56	-89%	2.4	2.0	5.7	x	x	-2.3%	x	x	i	11
COc1ccccc1N1CCN(C(=O)CN(CCc2ccccc2)S(C)(=O)=O)CC1	-1	4	x	x	-0.39	-0.24	-1	0.38	-1.6%	2.7	1.5	5.8	0.66	861	-0.2%	-2.0	1404	i	5
COc1cc(C2NC(=O)C(C#N)=C(Nc3cccc(C)c3)S2)ccc1O (stereo not drawn)	x	x	-2&13	609&678	-0.063&-0.97	-0.28&-0.27	-0.25&-0.64	0.86&0.87	x	x	x	x	-0.25&-0.08	1490&1379	x	-0.6&-3.0	1052&1187	x	x
Cc1ccc2nc(NC(=O)c3ccc(OCC4CCCO4)cc3)sc2c1 (stereo not drawn)	17	-12	x	x	0.14	-0.29	-0.079	-0.59	3.2%	3.1	4.0	5.2	-0.49	1396	0.4%	0.1	572	i	22
Cc1cc(C)n2nc(CC(=O)NCc3ccccc3Cl)nc2n1	-14	-2	6	725	-0.28	-0.23	-0.02	0.095	-43%	6.6	2.4	8.2	1.5	1491	2.3%	0.5	1034	i	-44
CCCn1nnnc1SCC(=O)N(C(C)C)C(C)C	-3	-2	10	778	0.93	-0.24	0.67	0.66	2.5%	2.8	3.1	13	0.75	917	-0.7%	4.8	994	i	-1
O=C(c1ccc2c(c1)OCO2)N1CCN(c2ccc(Cl)cc2)CC1	13	7	x	x	1.3	-0.04	1.5	-2.1	0.1%	5.3	1.7	9.5	x	x	2.1%	-6.2	965	i	17
Cc1cc(NC(=O)COC(=O)CCNS(=O)(=O)c2c(Cl)cccc2Cl)no1	3	2	10	713	0.14	-0.23	0.089	-0.51	-5.1%	0.6	1.1	2.9	0.09	1242	0.3%	-0.7	1123	i	0
CCOC(=O)CCc1c(C)nc2cc(-c3ccc(F)cc3)[nH]n2c1=O	8	2	1	777	2.7	-0.21	2	-1.3	-0.2%	3.4	1.3	1.3	-0.19	1334	-0.8%	-1.5	1131	i	9
COc1ccc(CCNC(=O)COC(=O)Cn2cnc3ccccc3c2=O)cc1	x	x	5	688	0.053	-0.84	-0.3	0.36	x	x	x	x	-0.01	1031	x	-0.7	1399	x	x
CCOC(=O)C1CCCN(CC(=O)Nc2cc(C)cc(C)c2)C1 (stereo not drawn)	-11	0	-7	677	-0.14	-0.25	0.44	0.1	-3.4%	1.1	3.1	7.8	-0.09	1296	0.0%	-3.0	1061	i	-5
COc1ccc(/C=N/NC(=O)c2cccnc2)cc1COc1ccc(NC(C)=O)cc1	x	x	6	742	-0.19	-0.28	-0.024	0.99	x	x	x	x	-0.39	985	x	2.2	1397	x	x

Looked up above.
Entry of Cc1cc(NC(=O)COC(=O)CCNS(=O)(=O)c2c(Cl)cccc2Cl)no1 in Dynein cargo inh cytoplasmic EGFP: -0.23
Entry of COc1ccc(CCNC(=O)COC(=O)Cn2cnc3ccccc3c2=O)cc1 in bCat nuc transl: -0.7
